Compound activity from PubChem BioAssay.
RSV antiviral HEp-2: RSV antiviral activity via CPE protection, HEp-2 cells, primary 10 µM value included (AID 2391); 310,000 compounds, 0.13% hits; HEp-2 cells, RSV-induced CPE inhibition; higher % means a stronger effect; one-dose CPE inhibition, % at 10 µM; IC50 in µM for titrated hits; in the data active means a potency from the dose series; further: strong numbers were not always called active
T cell modulator: T cell immune modulation candidate; calls only at 7 µM; 330,000 compounds, 0.068% hits; AID 2052; 2C CD8+ T cell-vesicle binding, flow cytometry; active compounds read low;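 active means response, share of CD8 T cells binding vesicles, and their 90th percentile fluorescence all below set limits, cut at about 80% in these data, passing the limit was not always enough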
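Also added: QL9-peptide-loaded Drosophila micro-vesicles bearing Ld, ICAM-1 and B7-1; Test system: purified 2C TCR transgenic mouse naive CD8+ T cells; Measured by: cytometric PE anti-B7-1 and Alexa647 anti-CD8 signals after 1% paraformaldehyde fixation; Timing: binding step 1.5 h, 37 °C, antibody labelling 20 min, ice.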
NTR1 ag: NTR1-driven beta-arrestin-GFP spot formation – imaging, U2OS cells, high content, primary screen (AID 493036); P30989; agonist mode; activation, % at 20 µM; 330,000 compounds, 0.17% hits;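 active means activation at or above 40% of the spot to cytoplasm intensity ratio, with at least 20 cells analyzed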;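 further: 0% = DMSO without peptide and 100% = 100 nM NTR1 peptide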
Target sequence (P30989 whole entry, looked up): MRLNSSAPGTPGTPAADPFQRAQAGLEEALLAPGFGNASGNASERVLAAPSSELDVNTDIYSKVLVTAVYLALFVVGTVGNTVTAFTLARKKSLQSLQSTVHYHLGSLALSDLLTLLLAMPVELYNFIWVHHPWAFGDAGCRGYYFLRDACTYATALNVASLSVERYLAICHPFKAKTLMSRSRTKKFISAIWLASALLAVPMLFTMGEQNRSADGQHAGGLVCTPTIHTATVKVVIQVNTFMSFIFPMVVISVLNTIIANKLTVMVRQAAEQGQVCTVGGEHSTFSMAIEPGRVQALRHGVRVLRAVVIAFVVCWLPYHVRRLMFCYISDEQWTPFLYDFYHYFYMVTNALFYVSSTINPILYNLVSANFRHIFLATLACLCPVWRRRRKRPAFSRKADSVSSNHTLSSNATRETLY
Myeloid diff 2: compounds promoting myeloid differentiation; ER-HoxA9 myeloid progenitors, lysozyme-GFP differentiation, flow cytometry; calls only at 10 µM; 360,000 compounds, 1% hits; AID 624256;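 active means normalized GFP-positive differentiation at or above the plate's own cutoff, the solvent-only control mean plus 3 SD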;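 further: cells exposed to compound for four days before flow analysis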
Large T inhibition: TAg ATPase/helicase activity blockers – biochemical (AID 1903); inhibition, % at 20 µM, or IC50 in µM where a hit was titrated; 310,000 compounds, 0.39% hits; SV40 large T antigen ATPase/helicase inhibition assay; higher % means a stronger effect; in the data active means a potency from the dose series; further: strong numbers were not always called active
TNAP activators: stimulation of alkaline phosphatase TNAP activity – biochemical, luminescent, no phosphate acceptor, uHTS, primary screen (AID 1001); purified TNAP, luminescent activation assay, no phosphate acceptor; higher activation fold means a stronger effect; one-dose activation fold at 20 µM; EC50 in µM for titrated hits; 200,000 compounds, 0.03% hits; in the data active means activation fold from about 3, or a potency from the dose series; inactive means the rest, 99 in 100 with activation fold below about 1.6; further: many of its hits are not listed in these tables
Salmonella PhoP GFP: inhibitors of PhoP regulon expression, primary screen, Salmonella Typhimurium, GFP reporter (AID 1863) | S. Typhimurium PhoP-regulated promoter GFP reporter, 4 h; higher % means a stronger effect | 300,000 compounds, 0.16% hits | inhibition, % at 50 µM, or IC50 in µM where a hit was titrated;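 active means inhibition over 29.93%, a cutoff 3 SD above the screen mean, later confirmed by dose response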;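 further: 0% = low Mg2+ inducing control and 100% = high Mg2+ repressing control; strong numbers were not always called active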
Rac1 GTP hydrolysis: MgcRacGAP GTPase-activating activity inhibitors, confirmation, biochemical, ADP Hunter fluorescence. MgcRacGAP-stimulated Rac1 GTP hydrolysis, ADP Hunter fluorescence; higher % means a stronger effect; GST-tagged Rac1 F28L mutant substrate. inhibition, % at 30 µM; hits with a dose series show IC50 in µM. 340,000 compounds, 0.6% hits;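 active means first-screen hits whose inhibition reached a set limit at any dose in the follow-up dose series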;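 further: fluorescence reports GDP produced by GAP-driven GTP hydrolysis; strong numbers were not always called active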
UTI89 phage lysis: inhibition of K1F phage lysis, E. coli UTI89, bacterial capsule biogenesis inhibitors, alamar blue (AID 488966); inhibition, % at 100 µM, or IC50 in µM where a hit was titrated; 340,000 compounds, 0.02% hits; E. coli UTI89 K1F phage lysis, alamar blue, 2 h; higher % means a stronger effect;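 active means phage lysis inhibition, versus mean bacterial control, above a set limit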;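 further: capsule biogenesis inhibitors block K1F phage lysis so surviving cells raise fluorescence; higher fluorescence means more inhibition of phage lysis; actives were called in the ten point dose series up to 300 µM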
T cell modulator vesicle-bound %: also measured in T cell modulator; calls as there; double positive events, %; measured here: CD8+ vesicle-bound cell fraction;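 binding gate set so that unloaded-vesicle control wells show 10% double positive cells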
NTR1 ag cell count 20 µM: second read-out of NTR1 ag, no call of its own (marks repeat the call); cell count; measured here: cell count, cytotoxicity flag
Myeloid diff 2 GFP+ MAC1+ %: also measured in Myeloid diff 2; calls as there; GFP+ MAC1+ double positive, %; measured here: differentiation confirmed by MAC1 staining
The depositor's hits bear a star; i = inactive; x = no result given; [ ] = remark or other dose.

Sample of the layout, 2 compounds:
1	CCOC(=O)/C(C#N)=C/c1c(N2CCN(C)CC2)nc2ccccn2c1=O
2	COc1ccc(OC)c(Nc2nc(N)nc(CCl)n2)c1
entry no.	1	2
NTR1 ag	1.9	0.0
NTR1 ag cell count 20 µM	94	36
Myeloid diff 2 GFP+ MAC1+ %	1.4	0.8
T cell modulator vesicle-bound %	49.6	27.3
T cell modulator	i	i
Salmonella PhoP GFP	2.2%	-7.8%
TNAP activators	x	x
Large T inhibition	5.4%	2.1%
UTI89 phage lysis	0.0%	1.1%
Rac1 GTP hydrolysis	9.3%	11.9%
Myeloid diff 2	i	i
RSV antiviral HEp-2	-0.2%	3.3%

This part in full, from the start:
1	CCOC(=O)/C(C#N)=C/c1c(N2CCN(C)CC2)nc2ccccn2c1=O
2	COc1ccc(OC)c(Nc2nc(N)nc(CCl)n2)c1
3	CCOC(=O)c1c(NC(=O)C2C3CCC(O3)C2C(=O)O)sc(C)c1-c1ccc(F)cc1 (stereo not given)
4	C[C@@H]1CN([C@H](C)CO)C(=O)c2cc(NS(=O)(=O)c3cn(C)cn3)ccc2O[C@@H]1CN(C)S(C)(=O)=O
5	COc1ccc(C(=O)NC(=S)NNC(=O)CNC(=O)C2CCCCC2)cc1
6	C/C(=N\NC(=O)Cn1nc(C)c([N+](=O)[O-])c1C)c1ccco1
7	COc1ccc(Cl)cc1C(Nc1cccnc1)c1ccc2cccnc2c1O (stereo not given)
8	Cc1onc(-c2c(F)cccc2Cl)c1C(=O)NC1CC1
entry no.	1	2	3	4	5	6	7	8
NTR1 ag	1.9	0.0	4.1	-1.2	0.6	-1.0	6.1	-0.3
NTR1 ag cell count 20 µM	94	36	55	59	48	42	81	66
Myeloid diff 2 GFP+ MAC1+ %	1.4	0.8	1.0	1.2	0.2	0.2	0.0	1.4
T cell modulator vesicle-bound %	49.6	27.3	62.2	1.3	33.5	18.6	35.1	9.3
T cell modulator	i	i	i	i	i	i	i	i
Salmonella PhoP GFP	2.2%	-7.8%	-6.3%	x	-7.8%	-13.0%	7.7%	-2.7%
TNAP activators	x	x	1	x	1.1	x	1.2	x
Large T inhibition	5.4%	2.1%	9.3%	x	5.2%	8.8%	15.7%	27.9%
UTI89 phage lysis	0.0%	1.1%	-0.2%	0.8%	0.2%	-1.6%	1.9%	0.7%[50 µM]
Rac1 GTP hydrolysis	9.3%	11.9%	-0.4%	7.8%	9.2%	-1.6%	1.9%	8.3%
Myeloid diff 2	i	i	i	i	i	i	i	i
RSV antiviral HEp-2	-0.2%	3.3%	3.0%	x	6.5%	1.3%	5.4%	0.7%

9	O=C(C1CCCC1)N1CCN(S(=O)(=O)c2ccc(Cl)cc2)CC1
10	Cc1n(CC(O)COCc2ccccc2)c2ccccc2[n+]1C (stereo not given)
11	CC1CCN(C(=O)c2[nH]cnc2C(=O)NC2CCN(C(=O)OC(C)(C)C)CC2)CC1
12	COC(=O)CN1C(=O)c2cccc3cccc1c23
entry no.	9	10	11	12
NTR1 ag	2.4	0.0	-0.7	0.4
NTR1 ag cell count 20 µM	73	72	55	59
Myeloid diff 2 GFP+ MAC1+ %	0.4	0.5	1.7	0.7
T cell modulator vesicle-bound %	18.6	4.2	55.2	46.6
T cell modulator	i	i	i	i
Salmonella PhoP GFP	-1.4%	-2.3%	x	-5.9%
TNAP activators	x	1.1	x	x
Large T inhibition	4.1%	11.7%	x	9.7%
UTI89 phage lysis	0.2%	1.2%	0.2%	1.1%
Rac1 GTP hydrolysis	4.2%	12.6%	14.8%	6.9%
Myeloid diff 2	i	i	i	i
RSV antiviral HEp-2	1.5%	0.6%	0.3%	2.0%

Three compounds from above, sorted by the number in T cell modulator vesicle-bound %, low to high.
item | Structure | T cell modulator vesicle-bound %
10 | Cc1n(CC(O)COCc2ccccc2)c2ccccc2[n+]1C (stereo not given) | 4.2
9 | O=C(C1CCCC1)N1CCN(S(=O)(=O)c2ccc(Cl)cc2)CC1 | 18.6
12 | COC(=O)CN1C(=O)c2cccc3cccc1c23 | 46.6
